mIAP block: mouse IAP inhibition. purified mouse IAP, CDP-Star luminescence, 30 min. inhibition, % at 10 µM. hit rate 0.2% among 330,000. AID 2806;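 active = inhibition of at least 40% at 10 µM in the primary screen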;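 note: plate controls were DMSO with enzyme for no effect and no enzyme wells for full effect; values of inactives mirror those of a sister screen read the other way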
ATG4B inh: blocks human ATG4B protease cleavage of LC3 substrate. AID 504462. inhibition, % at 8.33 µM. hit rate 0.51% among 340,000. ATG4B cleavage of LC3-PLA2, NBD-HPC fluorescence, 1 h; in the data active = inhibition above about 40%
Target sequence (Q9Y4P1 whole entry, looked up): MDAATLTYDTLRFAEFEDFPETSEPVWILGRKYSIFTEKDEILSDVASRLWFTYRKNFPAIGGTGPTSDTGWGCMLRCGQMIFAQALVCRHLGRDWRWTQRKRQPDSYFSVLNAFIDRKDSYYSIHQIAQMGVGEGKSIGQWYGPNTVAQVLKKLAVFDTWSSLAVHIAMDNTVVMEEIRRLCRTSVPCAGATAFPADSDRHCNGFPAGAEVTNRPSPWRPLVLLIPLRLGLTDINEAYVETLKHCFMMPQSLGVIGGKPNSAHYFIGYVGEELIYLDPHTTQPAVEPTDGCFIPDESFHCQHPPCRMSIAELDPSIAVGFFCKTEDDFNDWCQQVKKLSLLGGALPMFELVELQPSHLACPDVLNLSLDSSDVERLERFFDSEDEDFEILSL
hIAP inh: blocks human intestinal alkaline phosphatase. P09923. purified IAP, CDP-Star luminescence, 30 min. inhibition, % at 10 µM. hit rate 0.12% among 330,000. AID 2544;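 active = inhibition reaching a set limit with compound at 10 µM in the primary screen, cut at about 35% in these data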;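 note: plate controls were DMSO wells with enzyme for no effect and no-enzyme buffer wells for full effect; values of inactives mirror those of a sister screen read the other way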
Target sequence (P09923 whole entry, looked up): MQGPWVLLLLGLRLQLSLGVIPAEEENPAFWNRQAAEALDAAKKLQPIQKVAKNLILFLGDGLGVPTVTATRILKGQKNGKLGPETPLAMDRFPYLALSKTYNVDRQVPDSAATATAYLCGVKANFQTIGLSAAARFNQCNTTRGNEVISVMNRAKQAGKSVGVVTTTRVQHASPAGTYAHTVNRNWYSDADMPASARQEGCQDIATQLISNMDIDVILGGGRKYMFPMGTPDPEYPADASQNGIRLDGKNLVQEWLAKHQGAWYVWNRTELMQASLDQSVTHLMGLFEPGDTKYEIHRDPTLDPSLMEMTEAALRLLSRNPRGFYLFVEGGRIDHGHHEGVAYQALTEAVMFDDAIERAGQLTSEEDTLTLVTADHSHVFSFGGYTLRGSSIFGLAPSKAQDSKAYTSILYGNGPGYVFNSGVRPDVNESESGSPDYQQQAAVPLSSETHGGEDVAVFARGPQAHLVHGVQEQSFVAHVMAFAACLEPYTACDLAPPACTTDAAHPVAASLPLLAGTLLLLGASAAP
HKDC1 inhibitor: HKDC1 (human) hexokinase inhibition | recombinant HKDC1, G6PDH/diaphorase resazurin coupled fluorescence | hit rate 0.16% among 340,000 | Q2TB90 | inhibition, % at 20 µM;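 active = inhibition above about 35% when tested at 20 µM, limit read from the data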;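 note: plate controls were DMSO wells with enzyme for no effect and DMSO wells lacking enzyme for full effect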
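Assay system: in-house recombinant HK5 (HKDC1) enzyme. Input: HKDC1 at 5 µg/mL. Medium: Tris pH 8.0 buffer with MgCl2, Tween-20, BSA, BME. Dosing: single 20 µM dose. Schedule: 90 min reaction incubation at room temperature, dark. Signal: resazurin-to-resorufin fluorescence via G6PDH and diaphorase coupling, 525/613 nm. Controls: DMSO-enzyme wells negative, buffer-substituted wells positive.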
mIAP act: increases mouse intestinal alkaline phosphatase activity | muIAP, CDP-Star luminescence, 30 min; stronger effect = higher value; 1 = vehicle-only enzyme signal, 0 = enzyme-free wells | activation factor at 10 µM | hit rate 0.24% among 330,000 | AID 2805;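 active = activation factor of at least 2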; note: the source names both 10 and 20 µM as test concentration; values of inactives mirror those of a sister screen read the other way
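Assay system: mouse IAP enzyme / Compound: DMSO-dissolved test compounds / Timing: 30 min, room temperature / Measured by: luminescence from enzymatic CDP-Star hydrolysis / Control set: DMSO-only wells, enzyme-free buffer wells as negative control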
PfGluPho inh: PfG6PD (Plasmodium falciparum) enzyme inhibition | PfGluPho enzyme, NADPH resazurin-diaphorase fluorescence | inhibition, % at 20 µM | hit rate 0.78% among 350,000;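 active = inhibition reaching at least a set limit at 20 µM in the primary screen, cut at about 59% in these data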;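 note: 0% = DMSO wells with substrate and 100% = DMSO wells lacking glucose-6-phosphate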
hIAP act: increases human intestinal alkaline phosphatase activity; activation factor at 10 µM; hit rate 0.16% among 330,000; purified human IAP, CDP-Star luminescence, 30 min; stronger effect = higher value; 1 = vehicle-only enzyme, 0 = enzyme-free background; P09923;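 active = activation factor of the enzyme at least 2-fold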; note: the source names both 10 and 20 µM as test concentration; values of inactives mirror those of a sister screen read the other way
APOBEC3A inh: blocks human APOBEC3A ssDNA deamination; P31941; hit rate 0.41% among 330,000; inhibition, % at 20 µM; recombinant A3A, FAM/TAMRA ssDNA deamination fluorescence;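 active = at least 40% inhibition at 20 µM here, with at most 30% in a related deaminase screen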;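 note: plate controls were A3A with DMSO for no effect and wells lacking A3A enzyme for full effect; some results filed as inactive read as strong as hits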
* hit, by the source's call; . = no result given.

SMILES	mIAP block	ATG4B inh	hIAP inh	HKDC1 inhibitor	mIAP act	PfGluPho inh	hIAP act	APOBEC3A inh
CC1CCN(c2ccc(N3C(=O)C4CCCCC4C3=O)cc2[N+](=O)[O-])CC1 (stereo not given)	1.9	-3.5	9.7	-11.3	0.981	-2.9	0.903	-1.8
N#C/C(=C\c1ccc(O)cc1)C(=O)NCc1cccc(Cl)c1	8.1	-1.9	5.8	1.4	0.919	-26.3	0.942	-0.6
COc1ccc(N=c2oc3cc(O)ccc3cc2C(=O)Nc2ccccn2)cc1OC	30.4	-10.4	26.2	-5.7	0.696	-9.5	0.738	3.2
O=C(O)CSc1ncnc2scc(-c3ccccc3)c12	7.1	-6.7	15.4	-2.5	0.929	-28.9	0.846	2.3
NC(=O)CSC1=N/C(=C\c2ccco2)C(=O)N1c1ccc(OC(F)F)cc1	20.2	4.1	6.4	13.3	0.798	7.1	0.936	14.8
Cc1ccc(-c2cccc(C(=O)NCc3ccccc3)n2)c2ccccc12	-0.7	1.3	14.5	6.7	1.01	2.0	0.855	0.0
COC(=O)c1ccc(CSc2nc3c(cnn3-c3ccc(C)c(C)c3)c(=O)[nH]2)o1	9.3	22.3	-15.9	5.6	0.907	7.9	1.16	-1.0
CCC(c1nnnn1Cc1ccco1)N1CCN(C(=O)c2ccco2)CC1 (stereo not given)	4.2	-2.0	1.8	-3.0	0.958	-1.3	0.982	-0.5
CCOC(=O)C1=C(C)N(C[C@@H]2CC[C@@H](Cc3ccc(-c4ccccc4)cc3)O2)C(=O)NC1c1ccc(Cl)cc1 (stereo not given in full)	6.4	.	.	-0.1	0.936	14.0	.	0.6
COc1ccc(-c2cn3c(C)c(C(=O)Nc4cc(NC(C)=O)ccc4OC)sc3n2)cc1	-9.4	-11.2	-20.7	-2.0	1.09	32.4	1.21	3.2
COc1cc(CNn2cn[nH]c2=S)cc(Br)c1OCc1ccccc1F	12.6	8.4	-5.4	0.7	0.874	20.0	1.05	1.5
CCCCN1CC(O)=C(c2nc(-c3ccc(Br)cc3)cs2)C1=N	-17.3	0.7	-13.5	-3.9	1.17	5.7	1.14	-5.3
COc1ccc(CCNc2oc(Cc3cccc4ccccc34)nc2C#N)cc1OC	-8.3	-10.4	3.4	7.8	1.08	12.7	0.966	0.5
O=C(NCC1CCCO1)c1cn(Cc2ccccc2)nc1-c1ccccc1 (stereo not given)	5.7	-6.7	-1.6	-4.0	0.943	-2.9	1.02	-3.5
c1ccc(CSc2ncn[nH]2)nc1	0.7	5.5	-12.4	-8.8	0.993	-7.4	1.12	4.7
Cc1ccc(C(O)CN2C3=NCCCN3c3ccccc32)cc1 (stereo not given)	-4.6	-4.5	-18.9	-3.5	1.05	-3.0	1.19	-2.3
CCN(CC)S(=O)(=O)c1ccc(-c2nnc(SCC(=O)Nc3ccc(OC)c(OC)c3)o2)cc1	-1.5	-8.3	-11.0	-3.4	1.01	-8.6	1.11	1.6
COc1ccc(Cn2c(=O)cc(C)[nH]c2=S)cc1	6.6	6.4	15.6	-5.2	0.934	-15.4	0.844	3.8
CSc1ccccc1NC(=O)Nc1ccc(F)c(Cl)c1	-127.6	28.8	19.5	5.0	2.28*	23.2	0.805	-0.6
CCN(C(=O)c1c(-c2ccccc2Cl)noc1C)C1CCCCC1	0.3	-2.6	3.6	-1.8	0.997	12.2	0.964	-2.8
CCOC(=O)N1CCN(C(=S)NC(=O)c2cc(Br)ccc2Cl)CC1	-5.8	-1.4	-5.3	-0.1	1.06	-9.0	1.05	-2.8
Cc1cc(/C=N\NC(=O)CC(=O)NC2CCCCC2)c(C)n1-c1ccc(Cl)c(Cl)c1	0.2	13.2	12.1	9.6	0.998	0.6	0.879	-3.1
C/C(=N\Nc1ccccc1)c1c(O)cc(C)oc1=O	1.0	-5.1	-5.9	4.7	0.99	12.6	1.06	-0.1
O=C(O)CCn1cc(/C=C\C(=O)c2ccc(Cl)cc2)c(-c2cccc(Br)c2)n1	0.8	45.8*	-2.4	0.0	0.992	4.7	1.02	-0.1
COc1ccc(OCCNC(=O)/C=C/c2ccccc2)cc1	-20.1	-4.7	3.8	6.7	1.2	1.8	0.962	1.5
CC(C)(C)NC(=O)C1CC(=O)OC12CCOC(C)(C)C2 (stereo not given)	2.7	1.3	-10.2	-3.7	0.973	17.7	1.1	0.2
Cc1ccc(S(=O)(=O)c2c[nH]c3ccc(C)cc3c2=O)cc1	0.1	-13.6	7.6	-6.0	0.999	-21.6	0.924	-1.7
CCC(CC)NCc1ccc(OC)cc1OC	3.0	12.6	8.0	11.4	0.97	-10.3	0.92	2.8
Cc1c(Cl)cccc1NC(=S)NCc1cccn1C	-10.8	46.7*	17.3	-2.9	1.11	0.3	0.827	-4.3
O=C(CCc1nnc2ccc(NCc3ccco3)nn12)N1CCN(c2ccc(F)cc2)CC1	-5.9	-2.0	-12.4	2.6	1.06	0.4	1.12	-2.1

Three entries already listed, ordered by the number in hIAP inh, lowest first.
SMILES	mIAP block	ATG4B inh	hIAP inh	HKDC1 inhibitor	mIAP act	PfGluPho inh	hIAP act	APOBEC3A inh
O=C(CCc1nnc2ccc(NCc3ccco3)nn12)N1CCN(c2ccc(F)cc2)CC1	-5.9	-2.0	-12.4	2.6	1.06	0.4	1.12	-2.1
CCOC(=O)N1CCN(C(=S)NC(=O)c2cc(Br)ccc2Cl)CC1	-5.8	-1.4	-5.3	-0.1	1.06	-9.0	1.05	-2.8
Cc1c(Cl)cccc1NC(=S)NCc1cccn1C	-10.8	46.7*	17.3	-2.9	1.11	0.3	0.827	-4.3

Next compounds
SMILES	mIAP block	ATG4B inh	hIAP inh	HKDC1 inhibitor	mIAP act	PfGluPho inh	hIAP act	APOBEC3A inh
Cc1ccc2c(c1)N(CC(=O)NCCCN1CCOCC1)C(=O)c1cccnc1O2	7.0	1.2	-3.3	-6.9	0.93	-5.9	1.03	-3.2
COc1cc(/C=C/c2[nH]c(=O)[nH]c(=O)c2[N+](=O)[O-])cc([N+](=O)[O-])c1O	25.3	-1.8	27.7	20.4	0.747	10.4	0.723	17.6
Cc1ccc(-c2csc(NC(=S)NC(=O)/C=C/c3ccco3)n2)cc1	9.0	18.1	-0.2	15.8	0.91	8.6	1	-5.6
CCOC(=O)c1ccc(N=C2NC(=O)CS2)cc1	9.4	-8.1	-7.9	-2.5	0.906	-12.6	1.08	-3.5
Cc1cccc(N2CCN(C(=O)c3ccc4nc(-c5ccco5)c(-c5ccco5)nc4c3)CC2C)c1 (stereo not given)	11.8	-7.2	-12.0	13.7	0.882	24.0	1.12	85.4
CC(C)CNC(=O)COc1ncnc2ccccc12	3.6	4.9	-3.3	-7.0	0.964	-0.3	1.03	-1.1
CCCCn1c(N)c(N(CCC(C)C)C(=O)C2=NN(c3ccccc3)C(=O)CC2)c(=O)[nH]c1=O	-0.6	2.4	-3.4	-6.2	1.01	-0.2	1.03	-2.1
COC(=O)c1ccc(COc2cccc(OC)c2)o1	-16.9	5.1	2.9	-4.1	1.17	-0.3	0.971	-1.1
COc1cc2ncnc(NCc3ccc4c(c3)OCO4)c2cc1OC	-10.4	-9.6	-34.4	7.3	1.1	6.5	1.34	-1.0
O=C(NCCC1=CCCCC1)c1cc(S(=O)(=O)N2CCOCC2)ccc1Cl	-1.7	0.1	-16.0	1.1	1.02	-8.8	1.16	-1.4
COc1ccccc1-n1c(=O)c(C#N)c(-c2ccc([N+](=O)[O-])cc2)c2cc(C(=O)c3cc(F)ccc3O)cnc21	4.4	-3.5	-3.5	-7.0	0.956	13.4	1.03	-1.6
Cn1c(NC(=O)/C=C/c2ccc(Cl)c(Cl)c2)cc(=O)n(C)c1=O	9.9	31.5	-9.6	-11.7	0.901	3.3	1.09	0.0
COc1cc(OC)c2ccc(=O)oc2c1C(CC(=O)N1CCCC1)c1ccc(N(C)C)cc1 (stereo not given)	-17.3	-3.6	8.4	-6.1	1.17	4.3	0.916	-8.0
ClCc1csc(-c2ccc(Cl)cc2)n1	-12.5	5.9	-10.4	8.7	1.12	-12.8	1.1	-2.8
O=C(COC(=O)Cn1cc(C(F)(F)F)ccc1=O)Nc1ccccc1	-5.0	6.8	10.2	1.2	1.05	-12.9	0.898	-1.3
CC(O)[C@H]1CNC(=O)C(=O)N1CCc1cccc(F)c1 (stereo not given in full)	-10.8	-10.7	-6.3	-2.2	1.11	-3.0	1.06	-3.1
CC(=O)Nc1ccc(SC[C@H](Cc2ccccc2)N2CCN(CCc3ccccc3)CCC2=O)cc1	-15.5	-20.3	-6.2	3.0	1.16	17.7	1.06	-0.7
CC(C)CCn1cnc2c(NCc3ccccc3)ncnc21	0.0	-7.2	-2.5	1.8	1	-10.3	1.02	-1.2
COc1cccc(C(=O)COc2ccc(NC(=O)c3ccccc3)cc2)c1	4.2	-0.1	-15.5	-2.4	0.958	-10.1	1.16	-4.5
CCN1CCN(C(=O)c2ccc3c(=O)n(Cc4ccccc4OC)c(=S)[nH]c3c2)CC1	1.7	-3.1	7.4	-3.3	0.983	9.8	0.926	0.9
COc1ccccc1NC(=S)N1CCN(c2nc(-c3ccccc3)cs2)CC1	3.1	0.8	-6.9	0.1	0.969	7.5	1.07	-1.8
CN(C(=O)C1CCCC1)C1CCS(=O)(=O)C1 (stereo not given)	0.3	3.9	-1.6	-4.2	0.997	5.0	1.02	0.7
COc1ccc(-n2nc(C(=O)NCC(=O)NCC3COc4ccccc4O3)c3ccccc3c2=O)cc1 (stereo not given)	-10.3	-20.6	-7.7	-5.2	1.1	10.3	1.08	-8.9
COc1ccccc1C(=O)NNC(=O)c1ccc(F)cc1	2.6	-0.6	10.1	-8.9	0.974	-0.8	0.899	0.4
CC(C)(C)C1CCC(OC(=O)C[N+]2(C)CCCCC2)CC1 (stereo not given)	1.5	-2.5	-1.0	-11.2	0.985	7.6	1.01	89.8*
Cc1ccc2nc3ccc(N4CCCCCCC4)nn3c(=O)c2c1	4.3	5.9	-10.0	28.3	0.957	32.5	1.1	-2.3
CCOC(=O)c1c[nH]c(=S)n(-c2ccccc2)c1=O	-1.6	-7.6	-5.1	3.6	1.02	6.5	1.05	-8.1
CCOC(=O)C1CCN(S(=O)(=O)c2cccc(C(=O)Nc3ccccc3)c2)CC1	0.0	2.2	-7.2	0.7	1	-7.5	1.07	-2.2
O=C(/C=C/c1cccs1)N1CCN(Cc2ccc3c(c2)OCO3)CC1	1.1	-4.9	1.7	-10.4	0.989	-15.2	0.983	1.1
O=C(c1ccco1)c1cn(CC(=O)N2CCCCCC2)c2ccccc12	-5.6	13.7	0.1	-2.4	1.06	2.0	0.999	-5.8
COc1cc(CN2CCCC(C(=O)c3ccccc3SC)C2)cc(OC)c1 (stereo not given)	9.4	8.7	-15.6	-8.5	0.906	0.4	1.16	-2.0
O=S1(=O)N[C@H](c2ccccc2)C[C@H](c2ccc(C(F)(F)F)cc2)O1	-2.1	3.2	-6.2	-0.4	1.02	9.8	1.06	-3.6
CC1(C)CCc2cc(CN3CCN(c4ccccn4)CC3)ccc2O1	4.5	2.2	-4.5	-2.6	0.955	7.3	1.04	-5.4
Cc1cc([N+](=O)[O-])c(C)cc1-c1ccc(/C=N/NC(=O)Cn2nnnc2N)o1	12.0	-2.7	-2.8	-5.1	0.88	-19.6	1.03	-0.1
C=C1CN(Cc2ccccc2)S(=O)(=O)c2ccccc21	-1.4	4.8	4.7	5.7	1.01	55.4	0.953	-2.7
Cc1ccc(-c2nn(-c3cc(N4CCNCC4)ccc3[N+](=O)[O-])c(=O)c3ccccc23)cc1	18.2	3.0	-23.7	-0.6	0.818	14.4	1.24	-3.8

Screening data as filed in PubChem BioAssay.

An unsorted share of the library. About 2.4% of those tested had a hit in this group.
